# TcdB inh = TcdB glycohydrolase inhibitors, primary screen, biochemical, single point, plate reader. Toxin B (Clostridioides difficile), P18177. TcdB glycohydrolase enzymatic assay. inhibition, % at 9.99 µM. 350,000 tested, 0.24% active. AID 652162, 2013; in the data active = inhibition above about 10%
# The depositor's hits bear a star.
SMILES,TcdB inh
C[C@@H](NC(=O)C[C@H]1CC[C@H](NC(=O)c2cccnc2)[C@@H](CO)O1)c1ccccc1,-0.2
COc1ccc(C#Cc2ccc([C@H]3[C@@H](CO)N4C(=O)CN(C(=O)Nc5ccccc5F)C[C@@H]34)cc2)cc1,0.5
C[C@H](CO)N1C[C@H](C)[C@H](CN(C)S(=O)(=O)c2cn(C)cn2)OCCCC[C@H](C)Oc2ccc(NC(=O)Nc3ccc4c(c3)OCO4)cc2C1=O,-0.3
C=CCNC(=O)[C@H]1[C@@H]2C(=O)O[C@@H](c3ccccc3)[C@@H](c3ccccc3)N2[C@@H](c2ccc(O)cc2)[C@]12C(=O)Nc1ccc(C#CC3=CCCCC3)cc12,0.0
C[C@H]1CN([C@@H](C)CO)C(=O)c2cc(NC(=O)Nc3cccc4ccccc34)ccc2O[C@H]1CN(C)C(=O)Nc1ccc(C(F)(F)F)cc1,1.5
C[C@H]1CCCCO[C@H](CN(C)C(=O)Cc2ccccc2)[C@@H](C)CN([C@@H](C)CO)C(=O)c2cc(NC(=O)c3ccncc3)ccc2O1,-3.5
C[C@@H]1CN([C@@H](C)CO)C(=O)c2cc(NC(=O)CCN3CCOCC3)ccc2O[C@H]1CN(C)Cc1ccc(C(F)(F)F)cc1,-0.5
C[C@@H]1CN([C@H](C)CO)C(=O)c2cc(-c3ccc(C(=O)N(C)C)cc3)cnc2O[C@@H]1CN(C)C(=O)CN(C)C,0.1
O=C(C[C@@H]1C=C[C@H](NC(=O)c2cccc(F)c2)[C@H](CO)O1)NCCN1CCCC1,-0.6
O=C(c1ccccc1)N1C[C@H]2[C@@H](c3ccccc31)[C@@H](CO)N2Cc1ccccn1,0.0
Cc1ccc(S(=O)(=O)N(C)C[C@@H]2Oc3ccc(NS(C)(=O)=O)cc3CC(=O)N([C@@H](C)CO)C[C@@H]2C)cc1,-3.5
CO[C@H]1CN(C)C(=O)c2cc(NC(=O)C3CCC3)ccc2OC[C@H](C)N(Cc2nccs2)C[C@H]1C,-0.2
CCC(=O)N1CCCCN2[C@@H](CO)[C@@H](c3ccc(-c4cccc(C(=O)N(C)C)c4)cc3)[C@@H]2C1,0.5
C[C@@H]1CN([C@@H](C)CO)C(=O)c2cccc(NC(=O)C3CCCCC3)c2O[C@H]1CN(C)Cc1ccc(C(F)(F)F)cc1,1.1
CCCN(C)C[C@@H]1Oc2cc(C#Cc3cccc(F)c3)ccc2S(=O)(=O)N([C@@H](C)CO)C[C@H]1C,-0.1
CCCNC(=O)[C@@H]1[C@@H](CO)[C@@H]2Cn3c(ccc(-c4cccc(F)c4)c3=O)[C@H]1N2C(=O)CC,0.3
CS(=O)(=O)Nc1ccc2c(c1)[C@H]1C[C@@H](CC(=O)N3CCc4ccccc4C3)O[C@@H](CO)[C@H]1O2,-1.4
Cc1noc(C)c1NC(=O)N(C)C[C@H]1OCCCC[C@H](C)Oc2ccc(NS(=O)(=O)c3c(C)noc3C)cc2C(=O)N([C@@H](C)CO)C[C@H]1C,-0.3
Cc1ccc(S(=O)(=O)N(C)C[C@H]2OCCCC[C@@H](C)Oc3ccc(NC(=O)c4ccccc4)cc3C(=O)N([C@@H](C)CO)C[C@H]2C)cc1,0.1
C[C@@H]1CN([C@H](C)CO)C(=O)c2cc(NC(=O)C3CCCCC3)ccc2O[C@@H](C)CCCCO[C@@H]1CN(C)Cc1ccc2c(c1)OCO2,-0.8

# Rewritten with each value named: part of the list above
CO[C@H]1CN(C)C(=O)c2cc(NC(=O)C3CCC3)ccc2OC[C@H](C)N(Cc2nccs2)C[C@H]1C
  TcdB inh = -0.2
CCC(=O)N1CCCCN2[C@@H](CO)[C@@H](c3ccc(-c4cccc(C(=O)N(C)C)c4)cc3)[C@@H]2C1
  TcdB inh = 0.5
C[C@@H]1CN([C@@H](C)CO)C(=O)c2cccc(NC(=O)C3CCCCC3)c2O[C@H]1CN(C)Cc1ccc(C(F)(F)F)cc1
  TcdB inh = 1.1

# Other records:
SMILES,TcdB inh
CC(C)NC(=O)N(C)C[C@@H]1Oc2cc(C#C[C@H](C)O)ccc2S(=O)(=O)N([C@H](C)CO)C[C@@H]1C,1.1
COCC#Cc1ccc2c(c1)O[C@H](CN(C)S(=O)(=O)c1cccc(OC)c1)[C@H](C)CN([C@H](C)CO)S2(=O)=O,-1.2
C[C@H](CO)N1C[C@H](C)[C@H](CN(C)S(=O)(=O)c2cn(C)cn2)Oc2ccc(NC(=O)Cn3cnnn3)cc2CC1=O,-0.9
Cc1noc(C)c1S(=O)(=O)N(C)C[C@@H]1Oc2ccc(NS(C)(=O)=O)cc2CC(=O)N([C@@H](C)CO)C[C@@H]1C,-0.5
O=C(C[C@@H]1C[C@@H]2c3cc(NC(=O)Cc4ccncc4)ccc3O[C@@H]2[C@H](CO)O1)NCc1ccc(-c2ccccc2)cc1,0.8
CO[C@H]1CN(C)C(=O)c2cc(NC(=O)Nc3cccc(F)c3)ccc2OC[C@H](C)N(C)C[C@H]1C,-0.9
C[C@H]1CN([C@@H](C)CO)C(=O)c2cc(C#Cc3ccccc3)cnc2O[C@@H]1CN(C)CC1CCOCC1,0.2
C[C@@H]1CN([C@H](C)CO)C(=O)c2cccc(NS(=O)(=O)c3ccc(F)cc3)c2O[C@@H]1CN(C)Cc1ccc(-c2ccccc2)cc1,1.6
CO[C@@H](CN(C)C(=O)c1ccccc1F)[C@H](C)CN([C@@H](C)CO)S(=O)(=O)c1ccc(F)cc1,-0.7
CO[C@@H]1CN(C)C(=O)c2ccc(NC(=O)C3CC3)cc2OC[C@H](C)N(Cc2ccncc2)C[C@@H]1C,-1.1
COCC(=O)Nc1ccc2c(c1)C(=O)N(C)C[C@@H](OC)[C@H](C)CN(C(=O)COC)[C@H](C)CO2,-0.4
C[C@@H]1CCCCO[C@H](CN(C)C)[C@@H](C)CN([C@H](C)CO)C(=O)c2cc(NC(=O)Nc3cccc4ccccc34)ccc2O1,0.1
Cc1noc(C)c1S(=O)(=O)N(C)C[C@H]1OCCCC[C@H](C)Oc2ccc(NS(C)(=O)=O)cc2C(=O)N([C@H](C)CO)C[C@@H]1C,-4.5
C[C@@H]1CN([C@H](C)CO)C(=O)Cc2cc(NC(=O)Nc3ccc(F)cc3)ccc2O[C@@H]1CN(C)Cc1ccc2c(c1)OCO2,-1.8
COc1ccc(NC(=O)N[C@@H]2CC[C@@H](CCNC(=O)CN3CCOCC3)O[C@H]2CO)cc1,-0.3
CCNC(=O)[C@@H]1[C@@H](CO)[C@@H]2Cn3c(cccc3=O)[C@H]1N2C(=O)Nc1cc(F)ccc1F,1.2
CO[C@@H](CN(C)S(=O)(=O)c1ccccc1)[C@H](C)CN(C(=O)Nc1ccccc1F)[C@@H](C)CO,-0.8
CCCNC(=O)C[C@@H]1CC[C@@H]2[C@@H](COc3ccc(NS(=O)(=O)CC)cc3C(=O)N2C)O1,0.6
O=C(NC[C@H]1CC[C@@H]2[C@@H](CN2S(=O)(=O)c2ccccc2[N+](=O)[O-])O1)Nc1ccccc1,0.9
C[C@@H]1CN([C@H](C)CO)C(=O)Cc2cc(NC(=O)Nc3ccc4c(c3)OCO4)ccc2O[C@@H]1CN(C)C(=O)Nc1ccc(C(F)(F)F)cc1,0.3
N#C[C@H]1[C@H](c2ccc(C#CC3CCCC3)cc2)[C@H](CO)N1C(=O)Cc1ccccn1,0.3
CCCNC(=O)Nc1ccc2c(c1)OC[C@H](C)N(C(=O)c1ccccc1F)C[C@@H](C)[C@H](OC)CN(C)C2=O,-0.1
Cc1noc(C)c1NC(=O)N(C)C[C@H]1Oc2ccc(NC(=O)CCCN(C)C)cc2C(=O)N([C@@H](C)CO)C[C@H]1C,-0.6
C[C@@H]1CN([C@H](C)CO)S(=O)(=O)c2ccc(C#CC3(O)CCCC3)cc2O[C@H]1CN(C)C(=O)Cc1ccccc1,-0.1
CC=Cc1ccc2n(c1=O)C[C@@H]1[C@@H](CO)[C@H](C(=O)NCCC)[C@H]2N1Cc1ccccc1 (mixture of isomers),-0.6
CO[C@H]1CN(C)C(=O)c2cc(C#N)ccc2OCC[C@H]2CC[C@@H](OC)[C@@H](CN(C)C(=O)[C@@H]1C)O2,0.7
COc1ccc(CN(C)C[C@H]2Oc3c(NS(=O)(=O)c4ccc(OC)cc4)cccc3C(=O)N([C@H](C)CO)C[C@H]2C)cc1,0.7
C[C@H](CO)N1C[C@H](C)[C@H](CN(C)Cc2ccc(C(=O)O)cc2)Oc2c(NC(=O)Nc3ccccc3)cccc2C1=O,-1.1
COc1cccc(NC(=O)C[C@H]2CC[C@@H]3[C@H](COc4ccc(NC(=O)c5ccccc5F)cc4C(=O)N3C)O2)c1,-1.5
COc1ccc2c3c(n(C)c2c1)[C@@H](CO)N(C(C)=O)CC31CCN(S(=O)(=O)c2ccccc2)CC1,-0.9
C[C@@H]1CN([C@@H](C)CO)S(=O)(=O)c2ccc(/C=C/c3ccccc3)cc2O[C@@H]1CN(C)C(=O)NC1CCCCC1,-1.9
CO[C@@H]1CN(C)C(=O)c2cc(NC(=O)Nc3c(C)noc3C)ccc2OC[C@@H](C)N(CC2CC2)C[C@@H]1C,0.5
C[C@H](CO)N1C[C@H](C)[C@H](CN(C)Cc2ccccc2)OCCCC[C@H](C)Oc2ccc(NC(=O)C3CCCCC3)cc2C1=O,-0.1
COc1ccccc1S(=O)(=O)N[C@@H]1CC[C@@H](CC(=O)N2CCN(C)CC2)O[C@H]1CO,-2.5
CO[C@H]1CN(C)C(=O)c2cc(NC(=O)CC(F)(F)F)ccc2OC[C@@H](C)N(C(C)=O)C[C@H]1C,-0.4
COc1ccc(S(=O)(=O)Nc2ccc3c(c2)C(=O)N([C@@H](C)CO)C[C@H](C)[C@@H](CN(C)S(=O)(=O)c2cccs2)OCCCC[C@@H](C)O3)cc1,-0.6
O=C(C[C@@H]1C[C@@H]2c3cc(NC(=O)NC4CCCCC4)ccc3O[C@@H]2[C@H](CO)O1)NCc1cccnc1,1.0
C[C@@H]1CN([C@H](C)CO)C(=O)c2cc(NC(=O)CCC(F)(F)F)ccc2O[C@H]1CN(C)S(=O)(=O)c1cn(C)cn1,-8.5
O=C(C1CCC1)N1CCCCN2[C@H](CO)[C@H](c3ccc(C#CC4(O)CCCC4)cc3)[C@@H]2C1,0.4
COc1ccc(S(=O)(=O)N2C[C@@H](O)COC[C@@H]3O[C@@H](CC(=O)NCCCN4CCOCC4)CC[C@H]32)cc1,-1.8

# Arranged by number of heavy atoms (low to high): some entries from above.
SMILES,TcdB inh
N#C[C@H]1[C@H](c2ccc(C#CC3CCCC3)cc2)[C@H](CO)N1C(=O)Cc1ccccn1,0.3
COc1ccc2c3c(n(C)c2c1)[C@@H](CO)N(C(C)=O)CC31CCN(S(=O)(=O)c2ccccc2)CC1,-0.9
Cc1noc(C)c1NC(=O)N(C)C[C@H]1Oc2ccc(NC(=O)CCCN(C)C)cc2C(=O)N([C@@H](C)CO)C[C@H]1C,-0.6
COc1ccc(CN(C)C[C@H]2Oc3c(NS(=O)(=O)c4ccc(OC)cc4)cccc3C(=O)N([C@H](C)CO)C[C@H]2C)cc1,0.7
COc1ccc(S(=O)(=O)Nc2ccc3c(c2)C(=O)N([C@@H](C)CO)C[C@H](C)[C@@H](CN(C)S(=O)(=O)c2cccs2)OCCCC[C@@H](C)O3)cc1,-0.6

# (next part)
SMILES,TcdB inh
COCC#Cc1cnc2c(c1)C(=O)N([C@@H](C)CO)C[C@@H](C)[C@@H](CN(C)C(=O)c1ccc(F)cc1)O2,-0.6
CCCNC(=O)N1C[C@H](O)COC[C@H]2O[C@@H](CC(=O)NCc3ccncn3)CC[C@@H]21,-0.4
Cc1noc(C)c1S(=O)(=O)N(C)C[C@H]1OCCCC[C@H](C)Oc2ccc(NC(=O)Nc3cccc4ccccc34)cc2C(=O)N([C@@H](C)CO)C[C@@H]1C,0.2
CCC(=O)N1C[C@H](O)COC[C@H]2O[C@@H](CC(=O)NC)CC[C@@H]21,0.5
COc1ccc(S(=O)(=O)Nc2ccc3c(c2)C(=O)N([C@@H](C)CO)C[C@H](C)[C@H](CN(C)Cc2ccc(C(F)(F)F)cc2)OCCCC[C@@H](C)O3)cc1,-1.6
C/C=C/c1ccc2c(c1)O[C@H](CN(C)C(=O)c1cnccn1)[C@@H](C)CN([C@H](C)CO)S2(=O)=O,-6.7
CC(C)CC#Cc1cnc2c(c1)C(=O)N([C@@H](C)CO)C[C@H](C)[C@@H](CN(C)C(=O)NC1CCCC1)O2,-0.4
N#Cc1ccc(-c2ccc3c(c2)[C@H]2[C@H](CCN2C(=O)c2ccc4c(c2)OCO4)[C@H](CO)N3)cc1,0.6
O=C(c1ccccn1)N1CC(=O)N2[C@H](CO)[C@H](c3ccc(-c4cccc(F)c4)cc3)[C@@H]2C1,-3.0
Cc1noc(C)c1NC(=O)Nc1ccc2c(c1)C(=O)N([C@@H](C)CO)C[C@H](C)[C@H](CN(C)Cc1ccc(C(=O)O)cc1)O2,-0.3
O=C(Nc1ccccc1Cl)N1[C@@H]2CNC[C@H]1C2c1ccc(/C=C/c2ccccc2)cc1 (stereo partly drawn),0.4
Cc1noc(C)c1NC(=O)Nc1ccc2c(c1)C(=O)N([C@H](C)CO)C[C@@H](C)[C@@H](CN(C)S(=O)(=O)c1c(C)noc1C)O2,1.2
Cc1nc(S(=O)(=O)N[C@@H]2CCCN(Cc3cccc(OCCO)c3)C2)cn1C,-1.8
Cc1noc(C)c1S(=O)(=O)N(C)C[C@H]1OCCCC[C@@H](C)Oc2ccc(NC(=O)Nc3ccc(C(F)(F)F)cc3)cc2C(=O)N([C@@H](C)CO)C[C@H]1C,0.1
O=C([C@@H]1[C@@H](CO)[C@@H]2Cn3c(cccc3=O)[C@H]1N2CC1CCCCC1)N1CCOCC1,-1.7
COc1ccc(NC(=O)N(C)C[C@@H]2Oc3ccc(NC(=O)Nc4ccccc4)cc3CC(=O)N([C@@H](C)CO)C[C@H]2C)cc1,-1.6
C[C@H]1CN([C@@H](C)CO)C(=O)c2cc(-c3ccccc3)cnc2O[C@@H]1CN(C)C(=O)Nc1ccc2c(c1)OCO2,-1.0
O=C(c1ccc2c(c1)OCO2)N1CCCCN2[C@H](CO)[C@H](c3ccc(-c4ccccc4)cc3)[C@H]2C1,1.3

# High-throughput results (PubChem BioAssay)

# A portion of the library; the hit share may differ from the screen's.
